Mtb RmlCD inh – blocks M. tuberculosis RmlC and RmlD coupled enzymes. RmlC+RmlD coupled enzyme assay, percent inhibition; primary screen in compound mixtures. inhibition, % at 3.6 µM. 160,000 compounds, 0.03% hits; in the data active = inhibition mostly above about 34%, no sharp cut-off; inconclusive = no clear call, values can overlap the other calls; inactive = mostly below about 22%; also: some results filed as inactive read as strong as hits
Target sequence (P9WH09 whole entry, looked up): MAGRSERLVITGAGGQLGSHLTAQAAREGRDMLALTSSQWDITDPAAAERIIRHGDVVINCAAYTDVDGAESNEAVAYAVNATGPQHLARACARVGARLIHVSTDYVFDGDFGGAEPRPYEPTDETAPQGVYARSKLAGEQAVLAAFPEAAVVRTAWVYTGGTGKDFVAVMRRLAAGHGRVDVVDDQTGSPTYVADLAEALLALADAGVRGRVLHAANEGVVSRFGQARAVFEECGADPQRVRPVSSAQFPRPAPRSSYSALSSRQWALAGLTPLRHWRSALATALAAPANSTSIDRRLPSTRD
Target sequence (P9WH11 whole entry, looked up): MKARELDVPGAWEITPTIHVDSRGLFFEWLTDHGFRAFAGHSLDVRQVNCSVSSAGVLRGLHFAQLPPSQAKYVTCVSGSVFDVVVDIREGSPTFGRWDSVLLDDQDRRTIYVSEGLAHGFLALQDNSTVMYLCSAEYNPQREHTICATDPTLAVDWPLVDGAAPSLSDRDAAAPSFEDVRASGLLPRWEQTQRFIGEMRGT
GlmU inhibition – inhibition of mycobacterial GlmU enzyme – biochemical, glucosamine-1-phosphate acetyltransferase (AID 1376); M. tuberculosis GlmU acetyltransferase enzyme assay; higher % means a stronger effect; inhibition, %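 (tested at 30 µM in the primary screen)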, or IC50 in µM where a hit was titrated; 220,000 compounds, 0.25% hits; in the data active = inhibition above about 13%; inconclusive = no clear call, values can overlap the other calls;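 also: 0% = complete reaction with vehicle and 100% = reaction without substrate; strong numbers were not always called active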
* hit, by the source's call; ? = inconclusive; nt = no result given. This is a subset; the hit share may differ from the screen's.

No.	molecule	Mtb RmlCD inh	GlmU inhibition
1	O=C(Nc1ccccc1N1CCOCC1)c1cc(-c2ccncc2)nc2ccccc12	-11	-1.0%
2	CCOC(=O)c1sc(NC(=O)CSc2nccc(C)n2)nc1C	-12	8.1%
3	O=C(Nc1ccc2c(c1)OCO2)C1CCN(C(=O)CSc2ncnc3ccccc23)CC1	nt	8.0%
4	CC(=O)c1c(C)[nH]c(C(=O)Nc2cc(C)ccc2C)c1C	1	-3.9%
5	Cc1ccc(NC(=O)C(CC(C)C)NC(N)=O)cc1Cl (stereo not given)	13	-3.8%
6	Cc1c(OCC(F)(F)F)ccnc1CS(=O)c1nc2ccccc2[nH]1 (stereo not given)	-5	-3.0%
7	c1ccc(CCCNc2ncccn2)cc1	nt	-2.8%
8	O=C(NCC1(N2CCOCC2)CCCCC1)c1cccc(S(=O)(=O)N2CCc3ccccc3C2)c1	-6	-6.4%
9	O=C(Nc1ccc(F)cc1)C1CC(=O)n2c(nc3ccccc32)N1 (stereo not given)	35	-0.9%
10	Cn1c(SCC(=O)NNC(=O)Nc2ccc(Cl)cc2)nnc1-c1ccccc1	28	-1.4%
11	CC(C)(C)OC(=O)[C@H](Cc1ccccc1)NC(=O)c1[nH]cnc1C(=O)Nc1ccc(Cl)cc1	-7	8.6%
12	O=C(N(Cc1ccccc1)c1ccccn1)C12CC3CC(CC(C3)C1)C2	?	-5.4%
13	COc1cc(-c2nc(Cc3ccccc3Cl)no2)cc(OC)c1OC	3	3.0%
14	Cc1ccc(S(=O)(=O)N2CCCOC2CNC(=O)C(=O)NCc2ccncc2)cc1 (stereo not given)	-4	-0.6%
15	CCN1CC(CN(C)Cc2cn(-c3ccc(C)cc3)nc2-c2ccc(F)cc2)CC1=O (stereo not given)	12	-3.2%
16	COCCSc1ccccc1C(=O)Nc1nnc(COC)s1	nt	-3.0%
17	C=CCn1c(SCC(=O)NC(=O)NCCC)nnc1C1CCCCC1	-4	-5.2%
18	c1ccc(-c2ccc(C3=Nn4c(nnc4-c4cccs4)SC3)cc2)cc1	7	5.5%
19	O=C(NC(=S)Nc1nc2c(s1)CSc1ccccc1-2)c1ccccc1	-9	21%
20	CCOc1ccc(C(=O)N2CCN(Cc3ccccc3)CC2)cc1	nt	3.6%
21	Cc1nc(-c2ccc(S(=O)(=O)N3CCN(C4c5ccccc5-c5ccccc54)CC3)s2)cs1	7	-4.9%
22	CCOc1ccc(NC(=O)CCCCn2c(=O)[nH]c3ccsc3c2=O)cc1	-9	4.1%
23	C/C(N)=C(/C#N)C(=O)COC(=O)CNS(=O)(=O)c1c(F)cccc1F	13	7.3%
24	CC1(C)CC(=O)c2c(nn(-c3ccccc3)c2-c2ccncc2)C1	nt	3.9%
25	CCOC(=O)c1nn(-c2ccc(C)cc2)cc1O	nt	-1.3%

In a second layout: results already given.
20: CCOc1ccc(C(=O)N2CCN(Cc3ccccc3)CC2)cc1
21: Cc1nc(-c2ccc(S(=O)(=O)N3CCN(C4c5ccccc5-c5ccccc54)CC3)s2)cs1
22: CCOc1ccc(NC(=O)CCCCn2c(=O)[nH]c3ccsc3c2=O)cc1
23: C/C(N)=C(/C#N)C(=O)COC(=O)CNS(=O)(=O)c1c(F)cccc1F
24: CC1(C)CC(=O)c2c(nn(-c3ccccc3)c2-c2ccncc2)C1
25: CCOC(=O)c1nn(-c2ccc(C)cc2)cc1O

compound no. | 20 | 21 | 22 | 23 | 24 | 25
Mtb RmlCD inh | nt | 7 | -9 | 13 | nt | nt
GlmU inhibition | 3.6% | -4.9% | 4.1% | 7.3% | 3.9% | -1.3%

(continued)
No.	molecule	Mtb RmlCD inh	GlmU inhibition
26	CCOc1ccccc1NC(=O)C(OC(=O)C1CC1)c1ccccc1 (stereo not given)	nt	2.8%
27	C=C1CCN([C@@H](C)C(=O)NCc2ccc(OC)cc2)S(=O)(=O)c2ccccc21	0	6.9%
28	CCOC(=O)C1CCCN(C(=O)c2cc3c(=O)n(C)c4ccccc4c3n2C)C1 (stereo not given)	8	3.5%
29	C=CC[C@@H]1C=C(C)C[C@H](C)C[C@H](OC)[C@H]2O[C@@](O)(C(=O)C(=O)N3CCCC[C@H]3C(=O)O[C@H](/C(C)=C/[C@@H]3CC[C@@H](O)[C@H](OC)C3)[C@H](C)[C@@H](O)CC1=O)[C@H](C)C[C@@H]2OC	nt	-3.2%
30	COc1ccc(-c2csc3nc(-c4cccnc4)nc(Cl)c23)cc1OC	19	-7.6%
31	COC(=O)c1sccc1N/N=C/c1cccc(OC)c1O	-9	1.4%
32	COc1ccc(NC(=O)C(CCSC)N2C(=O)c3ccccc3C2=O)cc1 (stereo not given)	0	1.1%
33	O=C(/C=C/c1ccc(Cl)c(Cl)c1)N1CCc2ccccc21	10	-5.1%
34	Cc1cccc(NC(=S)NCC(c2ccccc2)N(C)C)c1 (stereo not given)	35	-1.1%
35	Cc1cccc(CSCCNC(=O)CSCc2ccc([N+](=O)[O-])cc2)c1	8	3.3%
36	COC(=O)c1cc(-c2ccc(Cl)cc2)n[nH]1	2	-3.5%
37	COc1cccc(N=Nc2c(N)[nH][nH]c2=O)c1	0	-1.1%
38	COc1ccc(-n2c(-c3ccccc3)c[n+]3c2CCC3)cc1	-10	5.5%
39	CNc1ccc(/C=C(\CCC(=O)O)c2nc3ccccc3s2)cc1[N+](=O)[O-]	-1	-0.5%
40	O=C(NC1CCCC1)C1CC1c1ccccc1 (stereo not given)	-3	-4.5%
41	CCc1ccccc1NC(=O)CSc1nnc([C@@H](N)Cc2ccccc2)o1	-5	nt
42	OC(COc1ccc(Cl)cc1)CN1C2=NCCCN2c2ccccc21 (stereo not given)	nt	-2.5%
43	CCOc1cc(/C=C2\SC(=S)N(NC(=O)c3cccnc3)C2=O)ccc1O	-2	-1.4%
44	Cc1ccccc1C(=O)OCCN(C)Cc1ccccc1	nt	0.2%
45	Cc1ccc(SCC(=O)Nc2ccc(N3CCOCC3)cc2)cc1	12	-1.3%
46	O=C(Cc1coc(-c2ccc(F)cc2)n1)N1CCOCC1	-3	-0.2%
47	CC(C)CSc1ncnc2c1oc1nc3c(cc12)COC(C)(C)C3	4	nt
48	Cc1ccc(-n2nnnc2-c2cnn(-c3cccc(F)c3)c2C(F)(F)F)cc1	nt	6.3%
49	CCn1c(SCC(N)=O)nc2cc(S(=O)(=O)N3CCOCC3)ccc21	-5	4.6%
50	Cc1cc(C)n(-c2ccc(F)cc2CN2CCN(Cc3ccccc3)C(CCO)C2)n1 (stereo not given)	-15	3.1%
51	Cc1ccc(-c2nc3ccccc3o2)cc1NC(=O)Cc1cccs1	-3	0.8%
52	Cc1ccc(Cl)cc1NC(=S)N(C)N	nt	-3.3%
53	O=C(NCC1CCCO1)c1cc(-c2ccccc2)on1 (stereo not given)	0	1.9%
54	COC(=O)c1oc2ccccc2c1NC(=O)/C=C/C(=O)O	-15	0.9%
55	CC1CCC/C(=N/Nc2ccc([N+](=O)[O-])cc2[N+](=O)[O-])C1 (stereo not given)	28	-6.0%
56	CCCc1nc2cc(CC(=O)OC)ccc2o1	5	7.1%
57	Cc1cc(-c2cc(C(=O)NC3CCCC3)on2)nc(NC2CCCC2)n1	nt	5.0%
58	O=C(NC(=S)N1CCOCC1)C12CC3CCC(CC(C3)C1)C2	-10	0.7%
59	COc1ccc(OC)c(C2C(C#N)=C(N)Oc3c2c(C)nn3-c2cccc(Cl)c2)c1 (stereo not given)	-3	-1.7%
60	O=C1OCCC1S(=O)(=O)c1ccc2ccccc2c1 (stereo not given)	nt	-1.0%
61	Cc1ccccc1C(=O)Nc1c(-c2cccs2)c(=O)c2ccccc2n1C	4	3.2%
62	CC(=O)c1ccc(-c2ccc(C(=O)N3CCCc4ccccc43)o2)cc1	15	-2.4%
63	Cc1nn(CCc2nn[nH]n2)c2nc(-c3ccc(Br)cc3)cc(C(F)(F)F)c12	16	1.6%
64	Cn1nc(-c2ccc(Cl)cc2)cc1NC(=O)CC(C)(C)CC(=O)O	-4	-1.3%
65	Cc1ccc(/C=C/C(=O)NCc2cccs2)cc1	nt	3.0%
66	CCSc1nnc(NC(=O)C2CCN(S(=O)(=O)c3cc(C(F)(F)F)ccc3Cl)CC2)s1	nt	1.8%
67	CN(C[C@H](Cc1ccccc1)N(CCN(CCc1ccccc1)N=O)N=O)N=O	nt	1.6%
68	O=C(c1nc2nc(-c3ccccc3)cc(C(F)(F)F)n2n1)N1CCOCC1	-4	4.4%
69	CCCNS(=O)(=O)c1ccc(OCC(=O)N2CCN(Cc3ccccc3)CC2)cc1	3	2.9%
70	COc1cc2[nH]cc(C(=O)NCc3cccs3)c(=O)c2cc1OC	nt	4.2%
71	Cc1ccc2c(c1)C(=O)C(=O)N2CCCOc1ccccc1	-8	3.5%
72	COc1ccc(NC(=O)Cn2c(=O)c(C)nc3ccccc32)cc1Cl	14	nt
73	COc1cccc(NC(=O)Nc2nnc(-c3ccccc3SCc3ccccc3)s2)c1	nt	0.5%
74	Cc1[nH]n(-c2nc(-c3ccccc3F)cc(=O)[nH]2)c(=O)c1CCO	-3	2.6%
75	Cc1ccccc1NCC(=O)N=Nc1c(O)[nH]c2ccc([N+](=O)[O-])cc12	-5	0.9%

More entries follow:
No.	molecule	Mtb RmlCD inh	GlmU inhibition
76	COC(=O)c1ccc(NC(=O)CNCc2ccncc2)cc1	1	2.2%
77	O=C(Nc1ccc(Cl)cc1)N1CCOC12CCC1(CC2)OCCO1	4	-6.6%
78	Cc1ccc(O)c(NC(=O)CN(C)S(=O)(=O)c2ccc(Cl)cc2)c1	nt	-1.1%
79	CC(=O)c1cccc(NC(=O)Nc2cnn(Cc3ccc(Cl)cc3Cl)c2)c1	-5	-3.3%
80	CSc1nnc(-c2nnc(SC)n2-c2ccccc2)n1-c1ccccc1	15	1.1%
81	CN1CCN(C(=O)c2ccc(Oc3ccc([N+](=O)[O-])cc3)cc2)CC1	66	-1.6%
82	CC1(C)NC(=O)N(CC(=O)Nc2cc(S(=O)(=O)N3CCOCC3)ccc2N2CCOCC2)C1=O	0	-2.2%
83	CN1/C(=C\C=N\NC(=O)c2cccnc2)C(C)(C)c2ccccc21	nt	-12%
84	COc1ccc(-c2cc(-c3n[nH]c(=S)n3-c3cccc4ccccc34)[nH]n2)cc1	5	-4.8%
85	CC(C)(C)SCCNC(=O)c1ccc(NS(C)(=O)=O)cc1	0	2.3%
86	COc1ccc(CNC(=O)c2cc(-n3cnnc3)ccc2Cl)cc1	-6	-0.4%
87	CCOC(=O)c1oc2ccc(CNC3CCCCC3)c(Cl)c2c1C	nt	-9.2%
88	COc1cc(SC)ccc1C(=O)NCc1ccccc1	-13	-3.2%
89	COC(=O)c1ccccc1NC(=O)CS(=O)(=O)Cc1nc(-c2ccc(C)cc2)oc1C	9	0.2%
90	C=CCNc1nc(NCCN2CCOCC2)nc(OC)n1	nt	-1.2%
91	CCOC(=O)c1ccc2c(c1)n(CC)c(/C=C/Nc1ccccc1)[n+]2CC	nt	-1.9%
92	C=CCNC(=O)CCc1nnc(C2(c3ccc(Cl)cc3)CCC2)o1	89	1.1%
93	COc1cc(NS(=O)(=O)c2ccc(Nc3nc(-c4ccccc4)cs3)cc2)nc(OC)n1	nt	3.3%
94	C[C@@H](NC(=O)C(=O)c1c[nH]c2ccccc12)c1ccccc1	nt	-1.5%
95	O=C(CC1CCCC1)OCn1nnc2ccccc2c1=O	nt	0.8%
96	O=C(CC1C(=O)NCCN1Cc1ccccc1C(F)(F)F)NCCc1ccccn1 (stereo not given)	-9	2.9%
97	CCO/C=C1\C(=O)N(c2ccccc2)C(=O)c2ccccc21	11	4.6%
98	O=c1[nH]c(N2CCOCC2)nc2ncn(Cc3ccccc3)c12	nt	2.5%
99	CCCCn1c(-c2sccc2C)n[nH]c1=S	nt	3.1%
100	COc1cccc(CNC(=O)C2CCN(S(=O)(=O)c3c(C)nn(C)c3C)CC2)c1	nt	6.5%
101	COc1ccc2c(c1OC)C(=O)N1N=C(c3ccc(Cl)cc3)CC21 (stereo not given)	4	1.9%
102	COc1ccc(NC(=O)/C=C/c2ccccc2)c([N+](=O)[O-])c1	nt	-6.2%
103	O=C(COc1ccc(C(=O)NCCc2ccccc2)cc1)Nc1ccccc1	-10	-1.6%
104	CCOC(=O)C(=O)N1c2ccccc2C(N(C(=O)C(=O)OCC)c2ccccc2)CC1C (stereo not given)	-3	0.8%
105	Cc1ccc(-n2c(-c3ccco3)nc3c(cnn3-c3ccc(C)cc3)c2=O)cc1	nt	-2.0%
106	CCCCC(=O)Nc1ccc2c3c(cccc13)C(=O)N2CC	nt	-5.1%
107	Cc1cc(C)c2cc(CN(CCO)C(c3nnnn3Cc3ccc(F)cc3)C(C)C)c(=O)[nH]c2c1 (stereo not given)	7	-2.6%
108	Cc1onc(-c2ccccc2)c1C(=O)NNC(=S)NC(=O)/C=C/c1ccccc1	9	5.4%
109	CCO[C@@H]1OC(C(=O)N2CCN(Cc3ccccc3)CC2)=C[C@H](C2CC2)[C@H]1CCCO	nt	-1.9%
110	COc1ccc2nc(NC(=O)C3CCN(S(=O)(=O)c4cccc5nsnc45)CC3)sc2c1	?	-0.3%
111	CCn1cc(CN2CCCC(C(=O)c3cccc(OC)c3)C2)c(C)n1 (stereo not given)	-7	2.7%
112	CCN1CCN(C(=O)/C=C/c2ccc(C)o2)CC1	27	-2.0%
113	N/C(CC1CC1(Cl)Cl)=N\OC(=O)c1ccccc1 (stereo not given)	-8	6.0%
114	COc1ccc2nc(Cl)c(/C=N/Nc3ccccn3)cc2c1	nt	-8.1%
115	O=C(N1CCOCC1)N1CCN(c2ccccc2F)CC1	nt	-0.4%
116	Cc1ccc(C(=O)/C=C/Nc2ccc(S(=O)(=O)Nc3onc(C)c3C)cc2)cc1	-1	14%*
117	CSCCc1nc(SCC(=O)Nc2nnc(C)s2)[nH]c1C	14	-6.6%
